High-throughput results (PubChem)
TDP1 cell CPT: growth inhibition of DT40 Tdp1-/-;hTDP1 cells with camptothecin (screen for TDP1 inhibitors) | chicken DT40 Tdp1-/-;hTDP1 cells + 20 nM CPT, ATP luminescence, 48 h | Potency, µM (series often up to 46.2 µM), for the others: top-dose activity change, negative = growth inhibition, usual class: inhibitors | 420,000 compounds, 12% hits | AID 686979; also: nearly all actives have a fitted effect of over 55% in size
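Chicken DT40 Tdp1-/- cells complemented with human TDP1, 400 cells/well, exposed to compounds plus 20 nM camptothecin for at least 48 h at 37 C; viability read as ATP content by CellTiter-Glo luminescence.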
KAT2A inh: blocks human GCN5L2 histone acetyltransferase; Potency, µM (highest dose often 58.9 µM), inactives show top-dose activity change, negative = inhibition, most hits filed as inhibitors; AID 504327; 390,000 compounds, 0.21% hits; GCN5L2 HAT assay, ThioGlo1 CoA-SH fluorescence
Target sequence (Q92830 whole entry, looked up): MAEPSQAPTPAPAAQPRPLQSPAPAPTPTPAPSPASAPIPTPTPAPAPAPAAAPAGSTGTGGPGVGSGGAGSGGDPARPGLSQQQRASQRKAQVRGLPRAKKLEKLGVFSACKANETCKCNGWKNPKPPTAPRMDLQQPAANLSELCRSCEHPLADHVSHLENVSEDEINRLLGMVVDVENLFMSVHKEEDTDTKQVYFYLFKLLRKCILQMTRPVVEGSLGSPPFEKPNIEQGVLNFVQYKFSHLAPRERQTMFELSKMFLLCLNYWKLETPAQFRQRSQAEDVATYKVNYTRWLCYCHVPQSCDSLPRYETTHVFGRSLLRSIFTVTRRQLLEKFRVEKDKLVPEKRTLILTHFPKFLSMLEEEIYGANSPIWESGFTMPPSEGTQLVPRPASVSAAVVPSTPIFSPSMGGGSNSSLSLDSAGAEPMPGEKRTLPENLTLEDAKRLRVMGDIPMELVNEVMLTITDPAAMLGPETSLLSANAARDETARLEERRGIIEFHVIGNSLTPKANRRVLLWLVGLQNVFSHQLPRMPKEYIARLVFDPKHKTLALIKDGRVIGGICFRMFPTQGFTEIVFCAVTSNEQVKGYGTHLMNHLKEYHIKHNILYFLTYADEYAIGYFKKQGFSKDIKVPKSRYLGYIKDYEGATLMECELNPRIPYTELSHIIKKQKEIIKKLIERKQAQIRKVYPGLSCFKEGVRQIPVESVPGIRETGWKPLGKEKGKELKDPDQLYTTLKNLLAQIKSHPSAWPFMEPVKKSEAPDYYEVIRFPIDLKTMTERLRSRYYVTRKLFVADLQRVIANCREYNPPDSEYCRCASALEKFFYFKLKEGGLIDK
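Preincubate 20nM GCN5L2 with compound 15 min, RT → add 50uM ThioGlo1 + 75uM H3(1-25) + 70uM acetyl-CoA → read fluorescence 0 and 20 min. Primary qHTS; fluorescent artifacts likely.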
TDP1 cell noCPT: qHTS for Inhibitors of human tyrosyl-DNA phosphodiesterase 1 (TDP1): qHTS in cells in absence of CPT; DT40 Tdp1-/- hTDP1 cells, no CPT, ATP luminescence, 48 h; Potency, µM (doses to about 46.2 µM), for the others: at the highest dose activity change, negative = growth inhibition, usual class: inhibitors; 420,000 compounds, 15% hits; AID 686978, 2013; also: nearly all actives have a fitted effect of over 55% in size
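Chicken DT40 Tdp1-/- cells complemented with human TDP1, screened without camptothecin (DMSO vehicle only), 400 cells/well. Compounds pin-transferred, cells incubated at 37 °C for at least 48 hr. Growth read as ATP-dependent luminescence (CellTiter-Glo, 30 min at RT).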
An asterisk follows results filed as active; ? = inconclusive; / = no result given; [ ] = another dose, or the depositor's remark. Calls follow the shape of the dose curve; as a rule, active = well fitted curve in the direction sought with a large enough effect; inconclusive = small, poorly fitted or top-dose-only effect, or another doubt; inactive = no such curve, though single readings can be large; an effect the other way counts as inactive or inconclusive. % is scaled to controls: 0 for no effect and ±100 for the full control effect; potency is read from the fitted curve at half-maximal effect.

SMILES | TDP1 cell CPT | KAT2A inh | TDP1 cell noCPT
COc1ccc(C2Nc3ccccc3C(=O)N2Cc2ccco2)cc1COc1ccccc1F (centres undefined) | ? | -6% | ?
Cc1cc(NC(=O)CS(=O)c2cn(Cc3cccc(Cl)c3)c3ccccc23)no1 (centres undefined) | 21µM* | / | 16µM*
O=C(CCCn1c(=O)[nH]c2cc(Cl)ccc2c1=O)N1CCN(c2ccc([N+](=O)[O-])cc2)CC1 | ? | -8% | ?
Cn1c(O)c(N=NC(=S)Nc2ccccc2F)c2cc(S(=O)(=O)N3CCOCC3)ccc21 | 5.2µM* | -3% | 5.8µM*
COc1ccc(C=NCCCN2CCOCC2)cc1 | -10% | 0% | ?
CCOCCCNc1nc2ccccc2n2c(CC)nnc12 | ? | -2% | ?
CCN(CC(=O)Nc1cccc(S(=O)(=O)N(C)c2ccccc2)c1)Cc1ccccc1 | 18µM* | -3% | ?
Cc1ccc(Oc2nnc(-c3ccccc3)cc2C#N)cc1 | 2% | -2% | 5%
CC(NC(=O)c1ccccc1Cl)C1COc2ccccc2O1 (centres undefined) | ? | 0% | -4%
COc1ccc(/C=N/Nc2nonc2N)cc1 | -5% | -4% | -12%
Cc1ccc(SCC(=O)NCc2ccccc2)cc1 | -24% | ? | 3%
COc1ccccc1NS(=O)(=O)c1ccc(C)c(C(=O)NC2=NCCS2)c1 | -20% | -3% | -11%
CCCN(C(=O)c1ccc(S(=O)(=O)N2CCCC2)cc1)C1CCS(=O)(=O)C1 (centres undefined) | -1% | -5% | 12%
COc1ccc(-c2nc(N/N=C(\C)c3ccc(O)cc3)c3ccccc3n2)cc1 | 21µM* | -4% | 7.3µM*
O=C(CCC(=O)N1CCN(S(=O)(=O)c2ccc(Cl)cc2)CC1)Nc1ccc(Cl)cc1Cl | -20% | -5% | -27%
NC1=NC(=O)/C(=C\c2ccc(-c3ccc(Cl)cc3)o2)S1 | ? | -9% | 18µM*
[N-]=[N+]=NC[C@H](Cc1ccccc1)N1CC[C@@H](NC(=O)OCc2ccccc2)CCC1=O | ? | -3% | 16µM*
OC1CCCCC1Sc1nc2ccccc2s1 (centres undefined) | 9% | 9% | -4%
CCC(C)(CC(=O)Nc1nccs1)c1ccccc1 (centres undefined) | -9% | -3% | ?
CC(=O)c1cccc(NC(=O)c2cc(-c3ccco3)nc3ccccc23)c1 | 13µM* | -6% | 18µM*
Cc1cccnc1NC(=S)NC(=O)/C=C/c1ccccc1 | -20% | -2% | -4%
COc1ccc(C2C(C#N)C(C#N)N3CCCN23)cc1 (centres undefined) | -11% | -4% | -14%
O=C1NC[C@H](c2ccccc2)N(CCc2cccc(F)c2)C1=O | -4% | -5% | -18%
Cc1ccc(C)c(Oc2coc3cc(O)ccc3c2=O)c1 | -27% | -4% | -23%
Cn1cc(CN2CCC(n3nccc3NC(=O)c3ccccc3Cl)CC2)cn1 | -2% | -20% | -5%
SMILES | TDP1 cell CPT | KAT2A inh | TDP1 cell noCPT
Cc1cccc(NC(=O)CSc2nnc(C)c(C)n2)c1 | 1% | -3% | 7%
COc1ccc(Cc2nnc(SCC(=O)Nc3ncc(C)s3)o2)cc1 | -1% | -5% | -9%
C1CCc2c(nc3nnnn3c2NCC2CC2)C1 | -8% | 3% | -4%
Cc1ccc(OCC(=O)Oc2ccc(C)c(C)c2)cc1 | 6% | 0% | 10%
CCN1C(=O)[C@H]2[C@@H](c3ccc(SC4CCCCC4)cc3)N3CCCC[C@@]3(C(=O)OC)[C@H]2C1=O | 15µM* | -1% | 16µM*
COc1ccccc1-c1nn(CCC(=O)Nc2ccc(C)cc2)c2nc(C)cc(C)c12 | ? | -14% | 13µM*
Cc1cc(C(F)(F)F)c2sc(N)nc2n1 | -1% | -9% | -4%
COc1cc(NC(=O)c2cc(Cl)ccc2Cl)ccc1-c1cc2ccccc2oc1=O | ? | 1% | -28%
Cn1nccc1C(=O)NC1CCCc2c1cnn2-c1ccccc1F (centres undefined) | 4.6µM* | 1% | 2.1µM*
CC1CCCN(CCOCCOc2ccccc2-c2ccccc2)C1 (centres undefined) | ? | -3% | 23µM*
CCOc1ccccc1NC(=O)Cn1c(=O)n(Cc2ccccc2)c(=O)c2c1c1cc(C)ccc1n2C | 3% | 2% | 0%
Cc1cc(C(=O)NC(Cc2ccccc2)C(=O)O)c(C)o1 (centres undefined) | -1% | -9% | 0%
O=C(Nc1cccc(Cl)c1)N1CCSc2ccccc21 | ? | -6% | ?
O=C(NC1CCCC1)C(c1ccccc1)N(C(=O)c1csnn1)C1CCCC1 (centres undefined) | 1% | -2% | -12%
COc1ccc2c(c1)sc(N)[n+]2Cc1cc(C)cc2cccnc12 | 4.6µM* | -4% | 2.6µM*
COC(=O)c1nc2n(n1)C(c1cc(OC)ccc1OC)C(C(=O)Nc1ccc(C)cc1C)=C(C)N2 (centres undefined) | -20% | 0% | 10%
Cc1ccc(NC(=O)c2ccc(Cl)c(S(=O)(=O)Nc3c(C)n(C)n(-c4ccccc4)c3=O)c2)cc1Cl | -4% | -18% | -21%
O=c1[nH]c(=S)n(-c2ccc(Br)cc2)c2ncccc12 | -4% | / | -8%
COc1ccc(SC[C@H](C)CN2CC[C@H](NC(=O)OCc3ccccc3)CCC2=O)cc1 | ? | -9% | 23µM*
COc1ccc(S(=O)(=O)N2CCN(CC(=O)Nc3cc(Cl)ccc3Cl)CC2)cc1 | -3% | 0% | -6%
CC1(C)C/C(=N\O)C(C(O)c2cccc([N+](=O)[O-])c2)C(C)(C)N1 (centres undefined) | 32%[activator] | -3% | -18%
Cc1cccc(C(C(=O)NC2CCCC2)N(C(=O)c2csnn2)C2CC2)c1 (centres undefined) | -3% | -1% | -10%
CCCN(C(=O)CSc1nnnn1C)c1c(N)n(Cc2ccccc2)c(=O)[nH]c1=O | -3% | -3% | -8%
CN(C(=O)COC(=O)c1cccc(S(=O)(=O)N2CCCCCC2)c1)c1ccccc1 | 1% | / | -29%
Cc1ccc(CCNC(=O)c2ccc3c(c2)nc2n3CCC(C)C2)cc1 (centres undefined) | 11% | -2% | -23%
SMILES | TDP1 cell CPT | KAT2A inh | TDP1 cell noCPT
COc1cccc(NC(=O)CCC2CCN(C(=O)c3cncs3)CC2)c1 | 1% | -1% | -2%
CC1CC(=O)Nc2cc([N+](=O)[O-])ccc2N1 (centres undefined) | 4% | -3% | -2%
Cc1cc(C)c2cc(C(=O)Nc3ccc4c(c3)OCO4)[nH]c2c1 | -11% | ? | -26%
COc1ccccc1CNC(=O)CCn1c(=O)[nH]c2ccsc2c1=O | -19% | 0% | -15%
COc1ccc(Br)cc1CN1CCN(C(=O)c2ccco2)CC1 | -6% | 0% | ?
CCC(C)(C)n1nnnc1C(c1cccc(C#N)c1)N1CCN(c2cccc(C)c2C)CC1 (centres undefined) | ? | -1% | 16µM*
O=C(c1cc(S(=O)(=O)N2CCOCC2)c(Cl)cc1Cl)N1CCCC1 | -2% | 4% | 1%
Cc1ccc(Nc2cc(C)nc3nc(C)nn23)cc1 | 0% | -2% | -4%
CC(C)CNC(=O)CC(=O)NN=C1CCCC1 | 1% | -6% | -22%
O=S(=O)(Nc1ccc(-n2cccc2)cc1)c1ccc(Cl)cc1Cl | -1% | -5% | -25%
COc1ccc(-c2c(-c3cc(OC)cc(OC)c3)n(C)c3ccc(-c4ccc(N(C)C)nc4)cc23)cc1 | 21µM* | -2% | 18µM*
Cn1nnnc1SCC(=O)Nc1ccc(Cl)c(S(=O)(=O)N2CCOCC2)c1 | -2% | 2% | -12%
COC(=O)C(CC(=O)c1ccc(Br)cc1)n1ccnc1 (centres undefined) | 1.4µM* | -23% | 1.3µM*
Cc1ccccc1-c1cnc(C(O)c2ccc(Cl)c(F)c2)[nH]1 (centres undefined) | 29µM* | / | -23%
CC1CCCC(C)N1C(=O)Cn1cnc2cc([N+](=O)[O-])ccc2c1=O (centres undefined) | 7% | -4% | -1%
Cc1ccc2c(CN3CCN(Cc4ccccc4Cl)CC3)cc(=O)oc2c1 | 16µM* | -5% | 23µM*
Cc1ccc(NC(=O)Nc2nnc(N(CC(C)C)CC(C)C)s2)cc1Cl | 9.2µM* | -4% | 16µM*
O=C(CCC1CCCN(C(=O)C2=CCCC2)C1)N1CCN(c2ccccn2)CC1 (centres undefined) | -21% | -7% | 23µM*
CC(Nc1ccc2c(c1)OCCO2)C(=O)Nc1ccc2c(c1)OCO2 (centres undefined) | -6% | -2% | -8%
CC(C)c1ccc(NC(=O)CN(Cc2ccccc2)S(C)(=O)=O)cc1 | ? | -7% | ?
O=C1C2C3c4ccccc4C(c4ccccc43)[C@@H]2C(=O)N1c1ccccn1 (some centres undefined) | ? | -25% | 21µM*
COc1ccc(CC(=O)OCC(=O)NC(=O)NC2CCCC2)cc1 | -8% | -4% | 17%
CCCNC(=S)NC1CC2CCCC(C1)N2Cc1ccc(F)cc1 (centres undefined) | ? | -1% | 18µM*
O=C(COC(=O)c1ccc(S(=O)(=O)N2CCCC2)cc1)Nc1cccc(F)c1 | -15% | -1% | 5%
COCc1cc(C)n(CC(=O)N/N=C/c2ccc(-c3ccc(Cl)c(C(=O)O)c3)o2)c(=O)c1C#N | -9% | -24% | -25%
SMILES | TDP1 cell CPT | KAT2A inh | TDP1 cell noCPT
CC1Oc2ccccc2OC1(O)c1ccc2ccccc2n1 (centres undefined) | 2% | -3% | ?
O=C(CN1CCN(S(=O)(=O)c2ccccc2F)CC1)NCC1(N2CCOCC2)CCCCC1 | ? | -9% | -25%
C=CCS/C(=N\n1cnc2ccccc2c1=O)N(CC)CC | ? | -8% | 18µM*
CCc1nnc(NC(=O)C2CC(=O)N(CCc3ccc(F)cc3)C2)s1 (centres undefined) | -18% | -6% | -2%
Cc1ccc(C)c(CN2C(=O)COc3ccc(C(=O)c4ccccc4C(=O)O)cc32)c1 | -6% | 3% | -1%
CC1CCc2nc(NC(=O)Nc3ccc4c(c3)OCO4)sc2C1 (centres undefined) | ? | -7% | ?
CC1=NN(c2ccccc2)C(=O)/C1=C/c1c(O)n(-c2ccc(F)cc2)[nH]c1=O | -10% | -6% | -21%
Cc1cccc(C)c1NC(=O)Cn1c(=O)n(Cc2ccc3c(c2)OCO3)c(=O)c2oc3ccccc3c21 | 5.2µM* | -5% | 4.6µM*
COc1ccc(CN(C)S(=O)(=O)c2nnc(NC(=O)c3ccccc3Br)s2)cc1 | 10% | -19% | -26%
O=C(COc1ccccc1)N1CCN=C1SCc1ccccc1F | ? | 2% | -29%
C=CCOc1nc(-c2ccncc2)nc2ccccc12 | ? | -4% | ?

Structural class: those above with fluorine (12)
SMILES | TDP1 cell CPT | KAT2A inh | TDP1 cell noCPT
COc1ccc(C2Nc3ccccc3C(=O)N2Cc2ccco2)cc1COc1ccccc1F (centres undefined) | ? | -6% | ?
Cn1c(O)c(N=NC(=S)Nc2ccccc2F)c2cc(S(=O)(=O)N3CCOCC3)ccc21 | 5.2µM* | -3% | 5.8µM*
O=C1NC[C@H](c2ccccc2)N(CCc2cccc(F)c2)C1=O | -4% | -5% | -18%
Cc1cc(C(F)(F)F)c2sc(N)nc2n1 | -1% | -9% | -4%
Cn1nccc1C(=O)NC1CCCc2c1cnn2-c1ccccc1F (centres undefined) | 4.6µM* | 1% | 2.1µM*
Cc1ccccc1-c1cnc(C(O)c2ccc(Cl)c(F)c2)[nH]1 (centres undefined) | 29µM* | / | -23%
CCCNC(=S)NC1CC2CCCC(C1)N2Cc1ccc(F)cc1 (centres undefined) | ? | -1% | 18µM*
O=C(COC(=O)c1ccc(S(=O)(=O)N2CCCC2)cc1)Nc1cccc(F)c1 | -15% | -1% | 5%
O=C(CN1CCN(S(=O)(=O)c2ccccc2F)CC1)NCC1(N2CCOCC2)CCCCC1 | ? | -9% | -25%
CCc1nnc(NC(=O)C2CC(=O)N(CCc3ccc(F)cc3)C2)s1 (centres undefined) | -18% | -6% | -2%
CC1=NN(c2ccccc2)C(=O)/C1=C/c1c(O)n(-c2ccc(F)cc2)[nH]c1=O | -10% | -6% | -21%
O=C(COc1ccccc1)N1CCN=C1SCc1ccccc1F | ? | 2% | -29%

This is a subset (hit frequency here may not be typical).
